# POLH inh: DNA polymerase eta (human) inhibition. recombinant Pol eta, fluorescent DNA replication assay. Potency, µM (top dose mostly 114 µM), for inactives: top-dose activity change, negative = inhibition, most hits filed as inhibitors. actives 1.2% (n = 390,000); further: potency means the concentration at half of the fitted maximal effect; on the % scale 0 is the no-effect control and ±100 the full control effect
#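 Fluorescent replication assay: 50 nM final substrate added after a 15 min room-temperature compound preincubation with 10 nM enzyme. Signal taken at 0 min and again at 10 min.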
# BAZ2B inh: inhibitors of human BAZ2B bromodomain | actives 4.4% (n = 360,000) | Q9UIF8 | AlphaScreen BAZ2B-H3K14Ac peptide displacement | Potency, µM (highest dose often 114 µM), inactives show at the top dose activity change, negative = inhibition, most hits filed as inhibitors; further: potency means the concentration at half of the fitted maximal effect; on the % scale 0 is the no-effect control and ±100 the full control effect; nearly all actives have a fitted effect of over 60% in size
#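 BAZ2B (50 nM) with biotin-H3(5-23)K14Ac peptide (50 nM) in PBS pH 7.4, 0.01% Tween-20, preformed 30 min, then compound 30 min at room temperature; top concentration 110uM. AlphaScreen streptavidin donor/nickel chelate acceptor beads (10 ug/mL final), 20 min dark, signal read.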
# G9a block: inhibitors of human histone lysine methyltransferase G9a. Q96KQ7. actives 8.8% (n = 350,000). G9a H3K9 monomethylation, AlphaScreen, 2 h. Potency, µM (top dose mostly 102 µM), inactives show top-dose activity, negative = inhibition, most hits filed as inhibitors; further: potency means the concentration at half of the fitted maximal effect; on the % scale 0 is the no-effect control and ±100 the full control effect; nearly all actives have a fitted effect of over 75% in size
#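 G9a (20 nM) was preincubated 15 min with compound, then reacted 2 h at room temperature with 500 nM biotin-H3K9 peptide and 20 µM SAM. Monomethyl-H3K9 detected by AlphaScreen using anti-H3K9me1 antibody.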
# Pin1 inh: inhibitors of human Pin1; Q13526; Pin1 FP peptide displacement, HiFluor488, 10 min; Potency, µM (top dose mostly 115 µM), without a hit: top-dose activity, negative = inhibition, hits mostly inhibitors; actives 0.009% (n = 390,000); AID 504891; active means well fitted inhibition curve with a large enough effect in the polarisation, with a control signal flat, not every such curve was filed as active; inconclusive means small, poorly fitted or top-dose-only effect, or effect the other way, or a change in a side signal; inactive means no such curve, though single readings can be large or run the other way; the % refers to the polarisation; further: potency means the concentration at half of the fitted maximal effect; on the % scale 0 is the no-effect control and ±100 the full control effect
# Target sequence (Q13526 whole entry, looked up): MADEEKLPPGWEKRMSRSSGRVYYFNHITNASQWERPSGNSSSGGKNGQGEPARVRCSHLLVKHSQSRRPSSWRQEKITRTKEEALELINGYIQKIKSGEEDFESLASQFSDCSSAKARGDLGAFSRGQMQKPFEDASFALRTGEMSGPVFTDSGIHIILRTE
# PGK inhibitor: T. brucei PGK inhibition; P07378; PGK/GAPDH coupled, Kinase-Glo luminescence, 60 min; Potency, µM (highest dose often 57.5 µM), for inactives: at the highest dose activity change, negative = inhibition, usual class: inhibitors; AID 602233; actives 0.043% (n = 380,000); further: potency means the concentration at half of the fitted maximal effect; on the % scale 0 is the no-effect control and ±100 the full control effect; nearly all actives have a fitted effect of over 60% in size
#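 Recombinant glycosomal PGK reaction used 1,3-bisphosphoglycerate generated in-well by GAPDH (100nM final) in 100mM TEA pH 7.6, 5mM MgCl2, 0.01% Tween-20. After 60 minutes at room temperature, ATP was read by Kinase-Glo Plus luminescence end-point.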
# HP1b binding inh: blocks HP1-beta chromodomain binding to methylated histone tails | P83916 | AlphaScreen HP1-beta / biotin-H3K9me3 peptide binding | Potency, µM (top dose mostly 114 µM), inactives show top-dose activity change, negative = inhibition, actives largely listed as inhibitors | actives 0.56% (n = 390,000); further: potency means the concentration at half of the fitted maximal effect; nearly all actives have a fitted effect of over 70% in size; inactives centre near 23
# Target sequence (P83916 whole entry, looked up): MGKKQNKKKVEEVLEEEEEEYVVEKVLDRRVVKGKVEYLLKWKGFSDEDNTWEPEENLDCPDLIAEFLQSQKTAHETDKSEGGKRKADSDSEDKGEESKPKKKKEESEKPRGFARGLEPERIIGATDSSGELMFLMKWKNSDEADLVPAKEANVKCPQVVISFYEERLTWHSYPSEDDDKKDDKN
#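 AlphaScreen: HP1-beta (50 nM) preformed 30 min with biotin-H3(1-18)K9me3 peptide (50 nM) in PBS pH 7.4, 0.01% Tween-20. Compound added for 30 min at RT, then streptavidin donor/nickel chelate acceptor beads (10 ug/mL) for 30 min.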
# PI4K2A inh: inhibitors of human PI4K2A; purified PI4K2A, ADP-Glo luminescence, 1 h; active compounds read low; Q9BTU6; activity change, negative = inhibition, % at 76.9 µM; actives 0.13% (n = 420,000); in the data active means activity change below about -50%; inconclusive means mostly about -30% to -49%;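 further: -100% = wells without enzyme as full effect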
#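 PI4K2A activity was measured by ADP-Glo luminescence: enzyme (4 ug/mL stock) and phosphatidylinositol (1.2 mM stock) in Tris pH 7.5/MgCl2/EGTA/Triton X-100 buffer were reacted with ATP (300 microM stock) for one hour at ambient temperature.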
# GLS inh: glutaminase GLS (human) inhibition; actives 0.21% (n = 410,000); O94925; GLS enzymatic activity, qHTS titration; Potency, µM (highest dose often 45.5 µM), inactives show top-dose activity change, negative = inhibition, usual class: inhibitors; further: potency means the concentration at half of the fitted maximal effect; on the % scale 0 is the no-effect control and ±100 the full control effect
# Target sequence (O94925 whole entry, looked up): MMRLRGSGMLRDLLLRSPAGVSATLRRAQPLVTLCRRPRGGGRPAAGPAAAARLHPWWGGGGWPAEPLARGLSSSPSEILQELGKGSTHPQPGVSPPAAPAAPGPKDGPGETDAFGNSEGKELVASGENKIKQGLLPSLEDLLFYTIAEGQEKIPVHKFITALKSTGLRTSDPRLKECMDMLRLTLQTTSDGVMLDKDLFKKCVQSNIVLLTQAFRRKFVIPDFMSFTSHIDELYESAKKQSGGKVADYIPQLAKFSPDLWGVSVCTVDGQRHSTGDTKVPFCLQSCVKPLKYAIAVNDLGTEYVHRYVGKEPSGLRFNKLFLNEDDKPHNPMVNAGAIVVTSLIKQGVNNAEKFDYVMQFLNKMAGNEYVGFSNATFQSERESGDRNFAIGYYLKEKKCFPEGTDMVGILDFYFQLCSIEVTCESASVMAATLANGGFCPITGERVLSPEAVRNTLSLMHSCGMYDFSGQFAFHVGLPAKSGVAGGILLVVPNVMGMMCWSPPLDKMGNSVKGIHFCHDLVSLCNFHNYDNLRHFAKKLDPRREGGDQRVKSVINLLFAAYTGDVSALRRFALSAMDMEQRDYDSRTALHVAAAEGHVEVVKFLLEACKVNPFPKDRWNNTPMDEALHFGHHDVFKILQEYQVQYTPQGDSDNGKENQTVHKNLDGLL
#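 Human kidney-isoform GLS in 45 mM KH2PO4 pH 8.2, 0.02% Tween-20, with compound, started with 1mM L-Glutamine (added stock). Glutamate oxidase/HRP/Amplex red coupled fluorescence read at start and after 30 min at RT.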
# JMJD2A Tudor: inhibitors of human JMJD2A Tudor domain; O75164; AlphaScreen JMJD2A-Tudor / H3K4me3 peptide binding; Potency, µM (titrated, usually from 114 µM), without a hit: at the top dose activity change, negative = inhibition, hits mostly inhibitors; actives 4.4% (n = 390,000); further: potency means the concentration at half of the fitted maximal effect; on the % scale 0 is the no-effect control and ±100 the full control effect; nearly all actives have a fitted effect of over 50% in size
# Active calls of the source: *; i = inactive; ? = inconclusive; . = no result given; & = joins results of further samples; [ ] = remark or other dose. Unless noted, the call rests on the fitted dose curve; in most records, active means well fitted curve in the direction sought with a large enough effect; inconclusive means small, poorly fitted or top-dose-only effect, or another doubt; inactive means no such curve, though single readings can be large; an effect the other way counts as inactive or inconclusive. A portion of the library; the hit share may differ from the screen's.
entry	POLH inh	BAZ2B inh	G9a block	Pin1 inh	PGK inhibitor	HP1b binding inh	PI4K2A inh	GLS inh	JMJD2A Tudor	SMILES
1	-20%	-22%	12%[2.33 µM]	-3%	9%	32%	1	-3%	0%	CC(=O)Nc1ccc(C(=O)OCC(=O)N2CCN(C(=O)c3ccco3)CC2)cc1
2	-6%	?	?	-1%	0%	43%[activator]	2	-4%	89µM*	CCOc1ccc(-c2nnc(SCc3nc4ccccc4[nH]3)n2N)cc1
3	-5%	.	.	-18%	0%	-5%	0	30%	-14%	COCCOC(=O)c1c(C)oc2ccc(O)c(CN3CCC(C)CC3)c12 (tested in a mixture with another compound)
4	-11%	-11%	-6%	5%	-1%	43%[activator]	-4	-7%	-9%	CC(OC(=O)c1ccc2c(=O)n3c(nc2c1)CCC3)C(=O)NC1CCCCC1C (stereo not drawn)
5	2%	10%	20%[59 µM]	8%	.	22%	3	1%	-6%	Brc1ccc(-c2nnc3n2-c2ccccc2CC3)cc1
6	-7%	.	17%[59 µM]	-1%	-4%	26%	-3	-1%	7%	COc1ccc2sc(NC(=O)CC(C)C)nc2c1
7	-2%	-28%	-6%[59 µM]	3%	-2%	13%	1	2%	-4%	COc1cc(OC)nc(NC(=O)NS(=O)(=O)c2ccc(OC(F)(F)F)cc2)n1
8	50µM*	?	35µM*	19%	-1%	-19%	-14	3%	?	Cc1ccc(C(=O)/C=C/c2cc(Br)cc(Br)c2O)o1
9	-8%	-19%	?	0%	1%	4%	2	2%	-17%	C/C(=N\NC(=O)CCCNc1ccccc1)c1ccncc1
10	-15%	-17%	15%	7%	-1%	47%[activator]	-1	-4%	3%	Cc1cccc(C)c1OCc1cc(C(=O)NC2CCC2)no1
11	-20%	13%	.	-8%	1%	36%	-1	-8%	6%	COC(=O)C1CCN(C(=O)/C(C)=C\c2ccccc2)CC1
12	-11%&-1%	-1%&-13%	40%	-5%&3%	-2%&-4%	26%&49%	-2&-4	2%&3%	0%&5%	CCOc1ccc(N(CC(=O)NCc2ccc(C)cc2)S(=O)(=O)c2c(C)[nH]c(=O)[nH]c2=O)cc1
13	-18%	-9%	22%[12.7 µM]	-2%	-12%	23%	11	1%	-16%	Cc1ccc2cn[nH]c2c1[N+](=O)[O-]
14	?	.	.	-20%	-9%	0%	1	9%	-29%	Cc1ccc(NS(=O)(=O)c2ccc(C)c(C(=O)Nc3ccc(S(=O)(=O)Nc4onc(C)c4C)cc3)c2)cc1
15	-4%	6%	11%	3%	-2%	48%	-4	3%	-10%	Cc1ccc(NC(=O)c2cc(S(=O)(=O)N3CCCC3)cn2C)cc1C
16	-8%	4%	26%[59 µM]	-6%	2%	23%	5	22%	-9%	Cc1cccc(N2CCN(C(=O)Cn3cnc4c3c(=O)n(C)c(=O)n4C)CC2)c1C
17	-2%	.	.	12%	-5%	23%	1	4%	-26%	COc1ccc(CCN2CCC(CN3C(=S)NC[C@@H]3CC(C)C)CC2)cc1OC
18	-22%	2%	3%	1%	i	34%	0	0%	-12%	Cc1cc(C)cc(N=C2NC(=O)CS2)c1
19	0%	?	.	3%	-6%	41%[activator]	2	-2%	4%	CC(C)(C)NC(=O)C(c1cccs1)N(C(=O)c1csnn1)c1cccc(F)c1 (stereo not drawn)
20	-19%	-5%	-1%[59 µM]	60%[activator]	i	25%	-23	4%	-14%	O=C(COC(=O)CNS(=O)(=O)c1c(Cl)cccc1Cl)Nc1ccccc1Sc1ccccc1
21	.	-7%	-12%[12.7 µM]	?	.	.	.	.	-9%	O=C(O)c1ccc2c(c1)C(=O)N([C@H](Cc1ccc(-c3ccccc3)cc1)C(=O)O)C2=O
22	-16%	.	?	8%	i	56%[activator]	-5	-9%	26%	CSc1ncnc2c1cnn2-c1ccc(C)cc1C
23	-9%	?	?	1%	-5%	13%	0	4%	-24%	CCN(CC)C(=O)c1[nH]cnc1C(=O)N[C@@H](CC(C)C)C(=O)OC(C)(C)C
24	-3%	5%	?	-5%	4%	10%	-1	2%	-14%	COc1ccc(N(CC(=O)Nc2cc(C)ccc2C)S(=O)(=O)c2c(C)nn(C)c2C)cc1
25	-4%	-30%	2%	-3%	-6%	68%[activator]	-4	13%	-3%	O=C(NN=C1CCCC1)c1n[nH]c2c1CCCC2
26	-14%	15%[57.1 µM]	.	-12%	i	13%	0	6%	-18%	CC(C)[C@H]1COC(NC2=N[C@@H](C(C)C)CO2)=N1
27	-20%	-5%	-4%[0.501 µM]	-8%	10%	39%	-3	-2%	-11%	CC(=O)Nc1cccc(C)c1
28	?	21%	?	-5%	-8%	19%	-2	7%	-11%	O=C(Nc1c2c(nn1-c1cccc(Cl)c1)CS(=O)(=O)C2)c1ccc2c(c1)OCO2
29	-20%	5%	14%	-7%	3%	60%[activator]	-4	-2%	-13%	Cc1ccccc1S(=O)(=O)Cc1ccc(C(=O)NCCCN2CCC(C)CC2)o1
30	-16%	-15%	-5%[59 µM]	-3%	-10%	57%[activator]	2	22%	-12%	Cc1cc(OCC(=O)NCC2(N(C)C)CCCCC2)cc(C)c1Cl
31	-12%	1%	-3%[59 µM]	5%	2%	30%	-7	-14%	-6%	Cc1cccc(OCC(=O)Nc2ccc3nc(Nc4cccc(C(F)(F)F)c4)cc(C)c3c2)c1
32	-10%	-15%	-4%	0%	-5%	-6%	-5	0%	-18%	CCOC(=O)C1(CCc2ccccc2)CCN(Cc2ccc(OC)cc2)CC1
33	-3%	-13%	4%	-7%	9%	-2%	7	-3%	-23%	Cc1nn(C)cc1CN1CCCC(C(=O)c2ccc(-c3ccccc3)cc2)C1 (stereo not drawn)
34	-8%	5%	.	4%	1%	7%	3	23%	-15%	O=S(=O)(c1ccccc1)c1cnc(-c2cccnc2)nc1-c1ccccc1
35	-12%	-6%	1%[59 µM]	-4%	-4%	23%	6	-15%	-7%	CCn1c(=O)n(-c2ccc3c(c2)OCO3)c2nc(-c3ccc(C(C)C)cc3)nc(C(N)=O)c21
36	-11%	-4%	4%[59 µM]	0%	-4%	1%	2	-11%	-10%	CC(=O)N(Cc1cccnc1)c1nc2c(F)cc(F)cc2s1
37	-4%	-22%	.	6%	3%	29%	-4	3%	-6%	O=C(NCCc1cnc[nH]1)c1cccs1
38	-8%	-3%	?	-9%	-4%	34%	1	-2%	0%	CC(=C1C(=O)c2ccccc2C1=O)N1CCC(C(N)=O)(N2CCCCC2)CC1
39	?	-2%	32µM*	-2%	-9%	54%[activator]	6	-16%	0%	C=CCn1c(SCC(=O)O)nnc1-c1ccc(C(C)(C)C)cc1
40	.	5%	2%[59 µM]	-5%	.	28%	0	12%	2%	CCc1nn(CC(=O)NCc2cccc(OC)c2OC)c(=O)c2cc3occc3n12
41	-1%	-32%	-40%[12.7 µM]	?	0%	9%	-12	?	-22%	Nc1cc(C(=O)O)ccc1Nc1ccccc1
42	-14%	-31%	?	-7%	-8%	36%[activator]	2	-3%	-1%	COc1ccccc1-c1nnc2sc(COc3ccccc3)nn12
43	-26%	.	-7%[59 µM]	1%	-5%	13%	2	9%	-29%	CCn1cc(C(=O)N2CCN(c3ccc(F)cc3)CC2)c(=O)c2cc(S(=O)(=O)N(C)C3CCCCC3)ccc21
44	-10%	?	50µM*	5%	3%	7%	-2	4%	-6%	CCCn1c2c(c(=N)c3c1CCC3)CCC2
45	-15%	-19%	-2%	20%	i	33%	1	-1%	-23%	O=C1[C@H]2[C@@H](/C=C/c3ccccc3)N3C(=O)CN(Cc4ccccn4)C(=O)[C@@]3(Cc3ccccc3)[C@H]2C(=O)N1c1ccccc1
46	6%	-5%	?	-6%	-5%	30%	4	28%	-13%	O=C(NCc1ccc(Cl)cc1)C1CCC(CNc2c(N3CCOCC3)c(=O)c2=O)CC1 (stereo not drawn)
47	3%	-30%	13%	16%	0%	6%	-3	2%	-20%	Cc1ccc(SCc2cc(=O)[nH]c(/N=C(\N)Nc3ccc(C)c(C)c3)n2)cc1
48	-18%	-28%	?	6%	-5%	0%	-1	3%	?	CC1(c2ccc(OC(F)F)cc2)NC(=O)N(/N=C/c2c(O)ccc3ccccc23)C1=O (stereo not drawn)
49	-12%	9%	8%[59 µM]	31%[activator]	1%	7%	5	4%	-4%	CCn1c(SCc2nc3scc(-c4ccccc4)c3c(=O)[nH]2)nnc1-c1ccc(Cl)cc1
50	3%	-21%	-25%	-10%	i	8%	-2	-3%	-15%	COc1ccc(N(C(=O)Cn2nnc(-c3ccccc3F)n2)C(C(=O)NCC2CCCO2)c2ccc(Cl)cc2)cc1 (stereo not drawn)
51	-8%	10%	-42%	-1%	-5%	54%[activator]	5	1%	-22%	O=[N+]([O-])c1cccc(-c2nnc3cccc(Cl)n23)c1
52	-9%	1%	1%[12.7 µM]	-4%	11%	15%	0	-3%	-10%	NC1=NC[C@H](Cc2ccccc2)N1CCc1cc(C(F)(F)F)cc(C(F)(F)F)c1
53	-19%	59%[activator]	39%[59 µM]	1%	6%	78%[activator]	1	-3%	46%[activator]	Cc1ccc(COC(=O)c2ccc3ccccc3n2)cc1
54	-16%	3%	?	-11%	i	26%	1	-6%	-23%	Cc1ccc(NC(=O)C2=CCN(S(=O)(=O)c3ccc(F)cc3)CC2)cc1
55	-14%	-24%	.	4%	i	47%[activator]	-1	-1%	-5%	O=C(Nc1cc(S(=O)(=O)N2CCCCC2)ccc1N1CCOCC1)c1cc(=O)[nH]c2ccccc12

# Screening results from PubChem.
